Source: PubChem BioAssay
GalR3 antagonist: human GalR3 antagonism; O60755; HEK293 GalR3-CNG cAMP membrane potential fluorescence; galR3 body fused to GalR1 C-terminus; inhibition, % at 3 µM; actives 0.44% (n = 360,000); AID 651719;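 active = inhibition above the screen-wide average plus 3 SD, cut at about 13% in these data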;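 note: forskolin and galanin both at EC90 stimulate the cells; cAMP rise reported by CNG channel membrane potential dye signal; 0% = forskolin plus galanin with DMSO and 100% = forskolin alone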
Target sequence (O60755 1-299 limits assumed): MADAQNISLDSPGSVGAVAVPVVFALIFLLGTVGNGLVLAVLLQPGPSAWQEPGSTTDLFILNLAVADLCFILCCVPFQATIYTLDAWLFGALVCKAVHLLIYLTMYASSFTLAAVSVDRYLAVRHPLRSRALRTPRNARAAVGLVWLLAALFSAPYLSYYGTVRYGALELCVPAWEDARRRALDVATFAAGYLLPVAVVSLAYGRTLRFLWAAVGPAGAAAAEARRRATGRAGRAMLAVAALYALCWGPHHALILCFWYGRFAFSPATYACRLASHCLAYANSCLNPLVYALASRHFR
Numbers without * were called inactive.

mol | GalR3 antagonist
O=C(CCc1ccccc1)Nc1ccccc1OC(=O)c1ccccc1 | -4.7
Cc1ccc(C)c(NS(=O)(=O)c2ccc(-n3cccn3)cc2)c1 | -7.3
CCN(CC)C1Oc2cc3c(cc2C(c2cccc(OC)c2O)C1C)OCO3 (centres undefined) | -2.6
CCCCCCn1c(=O)n2n(c1=O)C[C@]1(OC(=O)NC3CC3)CN(S(=O)(=O)c3ccc(C)cc3)C[C@]1(O)C2 | -2.7
CCN(CC)C(=O)C1=C(C)N(CCCN2CCCC2=O)C(=O)C(CC(=O)NCC2CCCCC2)C1 (centres undefined) | -5.8
Cc1cccc(C)c1C(O)c1ncc(-c2cccc(C(F)(F)F)c2)[nH]1 (centres undefined) | -4.9
O=S1(=O)CC(N2CCN(Cc3ccccc3F)CC2)CN1Cc1cn(Cc2ccccc2)nn1 (centres undefined) | -5.1
O=S(=O)(c1cc(Cl)cc(Cl)c1)N1CCC2CC1c1cc(Cl)ccc12 (centres undefined) | -5.1
CC(=O)Nc1ccc(C(=O)NNC(=O)c2csc(N3CCOCC3)n2)cc1 | -3.4
Cc1ccc([C@H]2N[C@]3(CCCN(Cc4ccc(Cl)cc4)C3=O)[C@H]3C(=O)N(Cc4ccccc4)C(=O)[C@@H]23)cc1 | -1.5
CC(C)C[C@@H]1COc2cc(NCCO)ccc2S(=O)(=O)N1 | -1.9
FC(F)(F)c1cc(Cl)c2nc(-c3ccco3)c(Cc3ccccc3C(F)(F)F)n2c1 | 20.6*
CCOC(=O)[C@]12CCCC=C1N(Cc1ccc(Cl)cc1Cl)C(=O)[C@H](CC(=O)NCCCN1CCCC1=O)C2 | -5.3
CC(=O)CC1c2ccccc2C=C(c2ccsc2)N1c1ccc(-c2cccs2)cc1 (centres undefined) | -5.9
Cc1cccc(C)c1C(O)c1ncc(-c2cccc(F)c2)[nH]1 (centres undefined) | -3.6
CN(C)CCN1CCN(C2CN(C3CCCC3)S(=O)(=O)C2)CC1 (centres undefined) | -4.3
COc1ccc2[nH]cc(CCNC(=O)Cn3cc(C)c(=O)[nH]c3=O)c2c1 | -3.6
O=C1NC[C@H](CCCCN2C[C@H](Cc3ccc(O)cc3)N(CCC3CCCCC3)C(=O)C2=O)N(CC2CCCCC2)C1=O | -0.6
O=C(Nc1ccc(F)c(Cl)c1)c1ccc2nc([C@@H]3O[C@H](CO)[C@H](O)[C@H](O)[C@H]3O)[nH]c2c1 | -5.9
CCOC(=O)C1=CCC(C(C)(C)C)N(S(=O)(=O)c2ccc(C)cc2)C1 (centres undefined) | -1.3
O=C1NC[C@H](CCCCN2C[C@H](Cc3ccc(O)cc3)N(Cc3ccccc3)C(=O)C2=O)N(CCc2ccccc2)C1=O | -2.1
O=C1NC(=O)C(=Cc2ccco2)S1 | -8.2
Cc1cc(C(=O)Cn2cnc3ccc(Cl)cc3c2=O)c(C)n1C1CC1 | 2.2
CC1=C(C(=O)N(C(C)C)C(C)C)CC(CC(=O)NC2CCCCC2)C(=O)N1Cc1ccc(F)cc1 (centres undefined) | -1.5
CCc1nc2c(OCCOc3ccc(F)cc3)cccn2c1N(C)C(=O)c1ccco1 | -7.5
C(=C1c2ccccc2-c2ccccc21)c1ccccn1 | -5.4
Cn1c(C(=O)NCCCN2CCN(c3ccc(F)cc3)CC2)cc2c(=O)n(C)c3ccccc3c21 | -3.2
C[C@@H]1CCCCO[C@H](CN(C)C(=O)Cc2ccccc2)[C@H](C)CN([C@@H](C)CO)C(=O)c2cc(NC(=O)Nc3ccc(F)cc3)ccc2O1 | -1.6
CCCN1CCC(C(=O)NC(c2ccc(F)cc2)c2ncccc2C)CC1 (centres undefined) | 0.1
CC1=C(C(=O)N(C)C)CC(CC(=O)NC2CCCC2)C(=O)N1Cc1ccccc1 (centres undefined) | -0.3
Clc1cccc(-c2cccc3nccn23)c1 | -6.6
CC(C)N(C(=O)[C@H]1C[C@H](CC(=O)NCCCn2ccnc2)C(=O)N2CCc3c([nH]c4ccc(Cl)cc34)[C@]12C)C(C)C | -2.2
CC1(C(=O)NCC2CC2)Cc2c(-c3cccc(C(N)=O)c3)ccnc2O1 (centres undefined) | -7.3
Cc1ccc(OCCC(=O)OCC(=O)NCCNC(=O)COC(=O)CCOc2ccc(C)cc2)cc1 | -8.4
COC(=O)Cc1c(-c2[nH]c3ccccc3c2CC(=O)OC)[nH]c2ccccc12 | -5.4
CN(C(=O)CSc1nnc(C(F)(F)F)n1C)c1c(N)n(Cc2ccccc2)c(=O)[nH]c1=O | -8.9

Two of the compounds above, with values ahead of the structure.
GalR3 antagonist	SMILES
-4.9	Cc1cccc(C)c1C(O)c1ncc(-c2cccc(C(F)(F)F)c2)[nH]1 (centres undefined)
-5.1	O=S1(=O)CC(N2CCN(Cc3ccccc3F)CC2)CN1Cc1cn(Cc2ccccc2)nn1 (centres undefined)

Next part
mol | GalR3 antagonist
COc1cccc(CNC(=O)[C@H]2CCCN2C(=O)[C@H]2CCCN2C(=O)c2c(F)cccc2F)c1 | -5.4
O=c1[nH]c2cc3c(cc2cc1CN(CCc1ccccc1)C(=S)NCCCN1CCOCC1)OCCO3 | 5.9
C[C@@H]1CN([C@@H](C)CO)S(=O)(=O)c2ccc(Br)cc2O[C@H]1CN(C)C(=O)c1ccc2c(c1)OCO2 | -6.6
COCCNc1nc(-c2ccccc2F)c2sc(-c3ccccc3)cc2n1 | -8.4
Cc1cccc(NC(=O)CNC(=O)[C@H]2O[C@@H](n3ccc(N)nc3=O)[C@H](O)[C@@H]2O)c1C | -6.4
CC1(C)OCC(CNC(=O)c2[nH]c(C(F)(F)F)nc2-c2ccccc2)O1 (centres undefined) | -4.7
COC(=O)[C@]12CCCCC=C1N(CCC1=CCCCC1)C(=O)[C@H](CC(=O)NCC1CCCCC1)C2 | -8.8
CC[C@@H]1CC2=C(C(=O)OC(C)(C)O2)[C@@H](c2ccc(Cl)cc2)O1 | -3.1
Cc1cc(N2CCN(CC(C)(C)O)C[C@H]2C)ccc1N1CCN(Cc2ccccc2)[C@@H](C)C1 | -8.2
COc1ccc(C=CC(=O)c2ccc(OCc3ccccc3)c(OC)c2)cc1OC | 4.5
COc1ccc(NC(=O)C2Cc3c(-c4cccc(NC(C)=O)c4)ccnc3O2)cc1OC (centres undefined) | -6.0
C=C1C(=O)OCC2C(C(=O)O)=CC3C(C)C(C)=CC123 (centres undefined) | 1.1
COc1ccc(Cl)cc1NC(=O)CCCn1c(=O)c2cccn2c2cccnc21 | -2.6
COc1ccc2c(c1)Cc1c-2cc(Br)c(N)c1Br | -3.5
CS(=O)(=O)Nc1ccccc1-c1cccc2nccn12 | -6.0
COC(=O)[C@]12C[C@H](CC(=O)NCc3cccc(C(F)(F)F)c3)C(=O)N(Cc3ccccc3)C1=C[C@H](C(C)C)O[C@@H]2C1CC1 | -5.1
O=C(Nc1ccc(Cl)cc1)c1ccc2sc([C@@H]3O[C@H](CO)[C@H](O)[C@H](O)[C@H]3O)nc2c1 | -7.1
COc1ccc(CN2C(CC(=O)Nc3cccnc3)c3ccc(C(F)(F)F)cc3S2(=O)=O)cc1 (centres undefined) | -5.3
COc1cccc(NC(=O)CN(C)C(=O)c2ccc(Cl)c(S(=O)(=O)N3CCCCCC3)c2)c1 | -5.8
O=C1NC(=O)C(CCc2ccccc2)(c2ccccc2)N1 (centres undefined) | -6.3
COc1ccc(C(C)(O)c2nc(-c3ccc(S(C)(=O)=O)cc3)cs2)cc1 (centres undefined) | -4.3
Cc1cn(CC(=O)N[C@H](CO)Cc2c[nH]c3ccccc23)c(=O)[nH]c1=O | -1.9
Cc1ccc([C@@H]2CC(=O)[C@@H]3CN(S(=O)(=O)c4ccc(C)cc4)[C@H](c4ccccc4)C[C@@H]3N2S(=O)(=O)c2ccc(C)cc2)cc1 | 2.5
Cc1cc(Br)c(Oc2cc(NN3CCCCC3)c([N+](=O)[O-])cc2[N+](=O)[O-])c(Br)c1 | -4.5
COc1ccc(C(CNC(=O)c2nn(-c3ccccc3)c(=O)c3ccccc23)N2CCOCC2)cc1 (centres undefined) | -2.0
CC1CC(=O)Nc2ccccc2N1 (centres undefined) | -2.4
CCc1nc2ccc(C(=O)Nc3ccc(NC(C)=O)cc3)cn2c1N(C)C(=O)Cc1ccccc1 | -0.6
Cc1c(Cl)cccc1N1C(=O)CC(Sc2ccccc2N)C1=O (centres undefined) | -5.5
CC1(C)CC(=O)C=C(c2ccc(-c3ccc4[nH]ccc4c3)cc2)C1=O | -3.3
S=C(SCc1cc(Cl)cc2c1OCOC2)N1CCSCC1 | -8.3
CCOC(=O)C1(C)CCCCN1C(=O)c1cccs1 (centres undefined) | 1.4
CCN(CC)C(=O)[C@H]1C[C@H](CC(=O)NCCCN(C)C)C(=O)N2CCc3c([nH]c4cc(-c5ccco5)ccc34)[C@]12C | -1.5
CC1(C(=O)NS(=O)(=O)c2ccccc2Cl)CCN1C(=O)C1CC1 (centres undefined) | -5.8
COc1ccc(CCC(=O)OCC(=O)NC2CCCC2)cc1OC | 0.5
COc1ccc(C)cc1C(=O)CCC(=O)N1CCN(c2ccccc2F)CC1 | -3.2
CCCCCC(=O)N1C[C@H](O)[C@@H](n2cc(COC(=O)c3ccccc3)nn2)C[C@@H]1c1ccc(C)cc1 | -9.6
COC(=O)C1CCN(C2CN(Cc3ccc([N+](=O)[O-])cc3)S(=O)(=O)C2)CC1 (centres undefined) | -7.6
Cn1ccc2c(N(Cc3ccccc3)Cc3ccccc3)cc3c(c21)C1CCC3C1 (centres undefined) | -2.6
CC1(C(=O)NS(=O)(=O)c2ccc(Br)cc2)CCN1C(=O)C1(c2ccccc2)CC1 (centres undefined) | 0.9
O=C(O)/C=C(/c1ccccc1)C(F)(F)F | 6.0
O=C(OCc1ccccc1)N1CCC2CC1c1ccc(N3CCN(Cc4ccccc4)CC3)cc12 (centres undefined) | -6.2
COc1ccc(N=Cc2ccc(N(CCC#N)CCC#N)cc2)cc1 | -6.1
C[C@@H]1CCCCO[C@H](CN(C)C(=O)Nc2ccc3c(c2)OCO3)[C@H](C)CN([C@@H](C)CO)C(=O)c2cc(NS(=O)(=O)c3ccc(Cl)cc3)ccc2O1 | -5.4
O=C(NCC1CCOCC1)C1Cc2c(-c3ccccc3Oc3ccccc3)ccnc2O1 (centres undefined) | -1.9
COCCNC(=O)C1CCCN(C(=O)c2cc(-c3ccccc3)cs2)CC1 (centres undefined) | -4.6
C[C@H]1CN([C@@H](C)CO)C(=O)Cc2cc(NC(=O)Nc3ccccc3)ccc2O[C@H]1CN(C)Cc1ccccc1 | -2.8
Cc1ccc(F)c(S(=O)(=O)NC(=O)C2(C)CCN2C(=O)Cc2cc(F)ccc2F)c1 (centres undefined) | -6.6
CC(=O)c1ccc(OCc2c(-c3ccccc3)nnn2CC(=O)NS(=O)(=O)c2ccc(C)cc2)cc1 | -6.2
CC1(C(=O)NS(=O)(=O)c2ccccc2)CCN1C(=O)C1(c2ccc(Cl)cc2)CCC1 (centres undefined) | -4.4
CC(=O)Nc1cccc(-c2cc(NC(C)=O)c3ncc(-c4cccc(C(C)=O)c4)n3c2)c1 | -4.5
O=C(N[C@@H]1CC[C@@H](CCNC(=O)C2CCOCC2)O[C@@H]1CO)c1ccncc1 | -3.7
O=C(CSc1nncs1)Nc1cc(S(=O)(=O)N2CCOCC2)ccc1N1CCCC1 | -5.5
Cc1cc(Br)cn2c(Cc3ccccc3)c(-c3ccc(F)cc3)nc12 | -6.8
COc1ccc(NC(=O)c2cccc3c(-c4ccc(OC)cc4C)coc23)cc1 | -7.5
COc1ccc(S(=O)(=O)N(C)C[C@@H]2OCCCC[C@@H](C)Oc3ccc(NS(=O)(=O)c4cccs4)cc3C(=O)N([C@H](C)CO)C[C@@H]2C)cc1 | -3.4
COc1ccc(C(=O)OCC(=O)NC2CC2)cc1 | -6.0
Cc1ccn2c(C(C)O)nnc2c1 (centres undefined) | -5.8
CCCCN1C(=O)C(CC(=O)NCc2ccco2)CC(C(=O)N2CCOCC2)=C1C (centres undefined) | -3.5
COc1ccccc1COC(=O)c1cccc(S(=O)(=O)N2CCCC2)c1 | -3.3
CC(C)C[C@H]1CNC(=S)N1C[C@H]1CCCN1C[C@H](Cc1ccc(O)cc1)N1C[C@H](Cc2ccc(O)cc2)N(CC2CCCCCC2)C1=S | -5.3

Quoted from the listing:
O=C(N[C@@H]1CC[C@@H](CCNC(=O)C2CCOCC2)O[C@@H]1CO)c1ccncc1 in GalR3 antagonist = -3.7
Cc1ccn2c(C(C)O)nnc2c1 (centres undefined) in GalR3 antagonist = -5.8
CCCCN1C(=O)C(CC(=O)NCc2ccco2)CC(C(=O)N2CCOCC2)=C1C (centres undefined) in GalR3 antagonist = -3.5

Remaining list, next part.
mol | GalR3 antagonist
CC(C)c1ccc(CC(=O)N2CCC2(C)C(=O)Nc2cnc3ccccc3c2)cc1 (centres undefined) | -8.6
O=C(NCc1ccc(F)cc1)OC1CC2CC1[C@H]1CCCCN1C2=O (some centres undefined) | 0.4
CCOC(=O)C1=C(C)OC(=Cc2ccc(OC)cc2)C1=O | 0.2
COc1cc(-c2coc3c(C(=O)NC4CCCCC4)cccc23)ccc1O | -6.1
Cc1ccc(-c2nc3ccc(C)cn3c2Cc2cccc(F)c2)cc1 | -9.5
O=C(Nc1ccc2c(c1)OCCO2)C(c1ccnc2ccccc12)N1CCN(c2ccc(C(F)(F)F)cn2)CC1 (centres undefined) | -0.1
O=C(Nc1nc(OCC(F)(F)F)cnc1/C=C\c1ccccc1)c1ccccc1 | -5.6
CCCCCCN1CCN(C2CN(Cc3cn(CCCC(=O)OC)nn3)S(=O)(=O)C2)CC1 (centres undefined) | 2.9
N#Cc1cccc(N2[C@@H](Cc3cc4ccccc4n3Cc3ccccc3)COC[C@H]2Cc2ccc3ccccc3c2)c1 | -7.2
CCCCn1c(SCC(=O)NCc2ccc3c(c2)OCO3)nnc1C(CC)N(C)C (centres undefined) | 1.2
COc1ccc(Cl)cc1-c1cc(C(=O)Nc2ccc(Br)cc2)[nH]n1 | -10.1
COc1ccc(CN2CCN(C(=O)c3ccc(S(=O)(=O)N4CCCCCC4)cc3)CC2)cc1 | 26.5*

The list is partial; the hit share may differ from the screen's.
